Screening results deposited in PubChem by National Center for Advancing Translational Sciences (NCATS).
ELG1 DNA repair – ELG1-dependent DNA repair inhibition; AID 504467; Potency, µM (series often up to 46.1 µM), inactives show top-dose activity change, negative = inhibition, hits mostly inhibitors; actives 2.3% (n = 330,000); HEK293T ELG1-luciferase reporter, luminescence, 16 h; DNA damage induced by 5-fluorouridine; also: potency is read from the fitted curve at half-maximal effect; % is scaled to controls: 0 for no effect and ±100 for the full control effect; nearly all actives have a fitted effect of over 55% in size
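HEK293T cells expressing luciferase-tagged ELG1 (2,000/well) received 5-Fluorouridine plus compound or DMSO for 16 hr at 37 °C. Luciferase was read by ONE-Glo luminescence after 30 min at room temperature.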
TRPV1 agonist – agonists of human vanilloid receptor 1 (TRPV1). activation, % at 8.33 µM. actives 0.19% (n = 320,000). TRPV1-expressing cells, Fluo-8 calcium influx, agonist mode. AID 540275. Q8NER1; in the data active = activation above about 80%; inconclusive = between about 30% and that limit; also: 0% is about no effect
Target sequence (Q8NER1 whole entry, looked up): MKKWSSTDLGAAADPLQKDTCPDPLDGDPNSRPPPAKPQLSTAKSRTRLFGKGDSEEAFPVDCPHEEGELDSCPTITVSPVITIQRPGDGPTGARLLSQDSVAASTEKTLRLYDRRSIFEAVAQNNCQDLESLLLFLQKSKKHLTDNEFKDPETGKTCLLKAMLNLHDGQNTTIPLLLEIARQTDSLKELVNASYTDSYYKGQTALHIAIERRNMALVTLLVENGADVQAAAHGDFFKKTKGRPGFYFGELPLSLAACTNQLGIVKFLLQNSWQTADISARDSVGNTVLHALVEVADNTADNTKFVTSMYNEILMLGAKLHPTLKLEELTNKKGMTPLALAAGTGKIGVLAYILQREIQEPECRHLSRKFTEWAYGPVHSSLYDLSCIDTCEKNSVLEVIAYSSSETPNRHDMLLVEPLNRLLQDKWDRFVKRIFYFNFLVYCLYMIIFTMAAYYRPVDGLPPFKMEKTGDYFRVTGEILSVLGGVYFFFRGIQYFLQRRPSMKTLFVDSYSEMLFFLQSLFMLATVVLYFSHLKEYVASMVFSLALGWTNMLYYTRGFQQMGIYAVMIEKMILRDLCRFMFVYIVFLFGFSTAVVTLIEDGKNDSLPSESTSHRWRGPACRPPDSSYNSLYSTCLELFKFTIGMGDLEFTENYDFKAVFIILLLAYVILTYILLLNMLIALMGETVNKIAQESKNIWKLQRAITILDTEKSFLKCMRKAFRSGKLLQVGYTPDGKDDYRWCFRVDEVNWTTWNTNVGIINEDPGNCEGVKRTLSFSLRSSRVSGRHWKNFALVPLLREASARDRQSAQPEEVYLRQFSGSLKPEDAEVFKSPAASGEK
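TRPV1-expressing cells were cultured overnight at 35.5C and loaded with Fluo-8 calcium dye for 40 to 90 min at room temperature. After a 10 s baseline, compound was added and calcium influx was read kinetically for 3 min (ex 480/em 520 nm).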
TSHR antagonist – human thyrotropin receptor antagonism; P16473; activity change, negative = inhibition, % at 11.5 µM; TSHR-expressing cells, TSH-stimulated cAMP HTRF, 2 h; stronger effect = lower value; actives 0.2% (n = 330,000); AID 504810;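 active = activity change below a set negative limit, meaning inhibition stronger than a set level, cut at about -70% in these data; inconclusive = activity change between two set negative limits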; also: % is scaled to controls: 0 for no effect and ±100 for the full control effect
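Antagonism was scored as loss of TSH-driven cAMP in TSHR cells, stimulated with 4nM TSH (EC80) for 2 hours at 37 deg C and detected by homogeneous HTRF competition immunoassay.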
AT treatment – potential ataxia-telangiectasia treatments restoring KAP-1 phosphorylation | […] A-T fibroblasts, KAP-1 phosphorylation AlphaLISA; neocarzinostatin DNA damage 30 min before lysis | Potency, µM (titrated, usually from 57.5 µM), for inactives: top-dose activation, actives largely listed as activators | actives 0.19% (n = 320,000); also: potency is read from the fitted curve at half-maximal effect; % of control where 0% means no effect; nearly all actives have a fitted effect of over 45% in size
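hTERT-immortalized A-T patient fibroblasts ([…]), 500 cells/well in OPTI-MEM, 1% FBS, got compounds for 60 min, then NCS for 30 min at 37C. Lysates were then assayed for phospho-KAP-1 by AlphaLISA (anti-pKAP1 donor, anti-KAP1 acceptor beads), 6 hr at 25C.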
TCR act – activators of T cell receptors | Potency, µM (highest dose often 9.22 µM), inactives show at the top dose activation of IL-2 secretion, most hits filed as activators | primary human leukocytes, anti-CD3, IL-2 HTRF, 48 h | AID 504894 | 330,000 tested, under 10 active; also: % of control where 0% means no effect
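IL-2 produced over 48 hr by a-CD3 bead-stimulated primary human leukocytes exposed to compounds was detected with a homogeneous time-resolved FRET immunoassay, 665nm acceptor signal after 320nm excitation.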
hERG WT inh – blocks the wildtype human KCNH2 potassium channel. Q12809. U2OS, BacMam KCNH2, thallium flux FluxOr; stronger effect = lower value. activity change, % at 1.84 µM. actives 0.37% (n = 340,000);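 active = maximum activity change below -70%; inconclusive = maximum activity change between -70% and -50%; inactive = maximum activity change above -50%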; also: % is scaled to controls: 0 for no effect and ±100 for the full control effect
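U2OS cells transduced with wild-type KCNH2 virus are loaded with FluxOr dye for 45 min, and thallium flux is measured in kinetic reads before and after stimulation buffer. Rate constants are normalized to DMSO controls.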
KCNH2 3.1 inh – inhibitors of human KCNH2 3.1 potassium channel isoform; actives 0.95% (n = 340,000); U2OS KCNH2 3.1, thallium flux FluxOr; stronger effect = lower value; activity change, % (tested at about 1.8 µM);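 active = maximum activity change below -70%; inconclusive = maximum activity change from -70% to -50%; inactive = maximum activity change above -50%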;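 also: thallium influx rate constant from kinetic fluorescence after stimulation buffer; % is scaled to controls: 0 for no effect and ±100 for the full control effect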
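Measured as rate of thallium-driven FluxOr signal in transduced U2OS cells carrying the 3.1 channel, read kinetically for 2 min upon stimulation; values are rate constants scaled to DMSO control wells.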
USP2a inh – blocks human ubiquitin-specific protease USP2a; AID 463254; actives 0.01% (n = 330,000); USP2 core, Ub-CHOP2 coupled fluorogenic reporter, 485/531; Potency, µM (top dose mostly 38.3 µM), inactives show at the top dose activity change, negative = inhibition, actives largely listed as inhibitors;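 also: potency is read from the fitted curve at half-maximal effect; plate controls were DMSO wells for no effect and full inhibition by NEM control for full effect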
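Cell-free coupled assay: 10nM USP2 core preincubated 30min RT with compound in Tris-HCl pH 8.0/CaCl2/CHAPS buffer, then 25nM Ub-CHOP2 and 25nM reporter substrate; fluorescence (Ex 485/Em 531) read after 60min RT, normalized to NEM inhibition, concentration-response curves fitted.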
Mito fusion yeast – mitochondrial division inhibition or fusion activation; actives 0.23% (n = 320,000); Potency, µM (doses to about 46.1 µM), inactives show top-dose growth rescue (activation), actives largely listed as activators; S. cerevisiae fusion-defective mutant growth rescue, CellTiterGlo 48 h;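 also: potency is read from the fitted curve at half-maximal effect; % of control where 0% means no effect; nearly all actives have a fitted effect of over 45% in size; temperature-sensitive fusion mutants such as fzo1-1 at 37 °C on non-fermentable ethanol glycerol medium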
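Luminescent cell viability in 1536-well qHTS format served as the measure of rescued growth in ts fusion-mutant S. cerevisiae cultured on non-fermentable YPEG for 48 hours at 37C.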
Eya2 phos inh – blocks the phosphatase activity of human Eya2; actives 0.006% (n = 330,000); recombinant Eya2, OMFP fluorescence dephosphorylation (OMFP is methylfluorescein phosphate); Potency, µM (series often up to 76.9 µM), for the others: at the top dose activity, negative = inhibition, usual class: inhibitors; O00167; also: potency is read from the fitted curve at half-maximal effect; % is scaled to controls: 0 for no effect and ±100 for the full control effect
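Eya2 protein (added as 0.2 uM solution) was preincubated with compound for 10 min at ambient temperature in 50 mM HEPES pH 7.5, 50 mM NaCl, 5 uM MgCl2, 0.05% BSA, 1 mM DTT. OMFP (added at 50 uM) then reacted 10 min; fluorescence read at 485/525 nm.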
* = called active by the depositor; ? = inconclusive; · = not tested or not shown; [ ] = dose if it differs, or a comment. Unless noted, calls follow the shape of the dose curve; as a rule, active = well fitted curve in the direction sought with a large enough effect; inconclusive = small, poorly fitted or top-dose-only effect, or another doubt; inactive = no such curve, though single readings can be large; an effect the other way counts as inactive or inconclusive. Not all compounds are listed. The share of hits here may be higher or lower than overall.

SMILES	ELG1 DNA repair	TRPV1 agonist	TSHR antagonist	AT treatment	TCR act	hERG WT inh	KCNH2 3.1 inh	USP2a inh	Mito fusion yeast	Eya2 phos inh
O=C(Cc1ccc(Cl)cc1)Nc1ccccc1N1CCN(C(=O)c2ccccc2)CC1	?	20	-13	7%	9%	23	?	1%	1%	1%
COC(=O)c1cc2oc(C)cc2n1CC(=O)Nc1ccc(C)c(C)c1	1%	15	-10	7%	0%	-3	17	3%	0%	-27%
COc1ccc(C(CNC(=O)COc2cc(C)c(Cl)c(C)c2)N2CCCCC2)cc1 (configuration not stated)	-2%	1	1	-5%	0%	59	-10	-1%	-3%	-5%
NC(=O)CSc1nnc(-c2ccco2)n1N	10%	2	3	·	6%	6	8	3%	-2%	0%
COc1ccccc1OCC(=O)N1CCCC(Nc2ccc(C)c(C)c2)C1 (configuration not stated)	-5%	?	1	9%	-5%	9	-12	0%	-2%	-4%
Cn1c(N)c(C(=O)COC(=O)C2CC(=O)N(Cc3ccccc3)C2)c(=O)n(C)c1=O (configuration not stated)	-18%	4	36	7%	-1%	2	-9	-1%	10%	16%
O=C(NCc1cccnc1)C(=O)NCC1OCCN1S(=O)(=O)c1ccc(F)cc1 (configuration not stated)	9%	-3	25	-1%	-4%	1	-10	4%	12%	10%
Cc1cccc2cc3c(nc12)-c1ccccc1C3=O	?	2	-4	?	-1%	-7	13	4%	-4%	-25%
CN(C)CCNC(=O)/C=N/O	?	0	5	0%	3%[46.1 µM]	-8	8	2%	-27%	-9%
CC1CCCC(NC(=O)c2nn(C)c3c2CS(=O)(=O)c2ccccc2-3)C1C (configuration not stated)	?	9	2	9%	-1%	-20	5	3%	2%	3%
O=C(CN(c1ccccc1)S(=O)(=O)c1ccccc1[N+](=O)[O-])NN=C1CCCCCCC1	?	6	54	1%	0%	-24	-9	-2%	4%	0%
COc1cccc(NC(=O)CSc2nc3c([nH]c4ccccc43)c(=O)n2C)c1	?	-1	0	2%	3%	0	-9	4%	-3%	-8%
CCOc1cc(C(=S)N2CCOCC2)ccc1OS(=O)(=O)c1ccc(C)cc1	?	3	16	-14%	0%	-2	0	3%	3%	10%
O=C(NCC1CCCCC1)c1cc(S(=O)(=O)N2CCOCC2)ccc1F	7%	?	-19	3%	-1%	11	8	-1%	7%	14%
Cc1ccc(NC(=O)c2cc(S(=O)(=O)N(C)C)ccc2N2CCCC2)cc1F	-10%	22	9	39%	1%	10	-5	1%	2%	-16%
COc1cccc2cc(-c3nc(-c4cccs4)cs3)c(=O)oc12	?	2	-2	0%	-2%	-17	-1	-2%	1%	16%
CCOC(=O)N1CCC(NC(=O)CS(=O)(=O)Cc2nc(-c3ccc(C)cc3)oc2C)CC1	?	1	14	-2%	9%	5	8	-1%	2%	16%
CC1CCN(CC(=O)Nc2ccc(S(=O)(=O)N3CCCC(C)C3)cc2)CC1 (configuration not stated)	?	6	6	-13%	-7%	-2	-5	1%	-6%	-18%
COc1ccc(CNC(=O)CCCOc2cc(=O)n(C)c3ccccc23)cc1	?	-1	5	5%	4%	0	5	1%	-2%	-6%
COc1ccc(OC)c(C(O)c2coc3ccc(O)c(CN4CCOCC4)c23)c1 (configuration not stated)	-3%	-7	19	15%	0%	29	-6	-2%	16%	5%
Cc1ccc(NC(=O)N2CCC(O)(c3cccnc3)CC2)cc1	13%	18	7	-2%	4%	7	4	0%	0%	-29%
Cc1ccc(S(=O)(=O)N2CCC(C(=O)OCC(=O)N3CCC(C)CC3)CC2)cc1C	3%	4	-10	-1%	-7%	-2	-3	-1%	13%	13%
COCCOC(=O)c1c(C)nc(SCC(=O)Nc2ccc(OC)cc2)c(C#N)c1-c1ccco1	23µM*	4	-4	·	-6%	-6	-2	-7%	0%	7%
Cc1ccc(C(=O)n2cnnc2N)cc1	?	2	4	3%	0%	1	-8	1%	1%	2%
Cc1ccc(S(=O)(=O)Nc2nnc(C(C)(C)C)s2)cc1	2%	0	3	-3%	-4%	-12	18	3%	4%	-2%
COc1cccc(NC(=O)CSc2nc3ccccc3c(=O)n2CCCC(=O)N2CCCC2)c1	?	0	-2	-5%	4%	2	-8	0%	6%	-5%
CCn1c(SCC(=O)Nc2ccc(C)cc2)nc2nc3c(cc2c1=O)COC(C)(C)C3	?	1	1	-3%	-3%	-18	?	0%	-1%	11%
COc1ccc(CCSc2nnc(C3CCCCC3)n2N)cc1	-9%	5	0	1%	2%	1	-19	6%	-2%	-41%
O=C(N/N=C/c1ccc(O)cc1)c1ccc(COc2cc(Cl)ccc2Cl)o1	20%	0	8	1%	-5%	-4	·	3%	7%	-10%
Cc1ccc(-c2cc(C(=O)O)n[nH]2)s1	-7%	4	1	-3%	-7%	7	12	2%	-7%	13%
COc1ccc([C@@H]2[C@@H]3C(=O)N(C(C)(C)C)C(=O)[C@@H]3[C@]3(Cc4ccc(Cl)cc4)C(=O)N(c4cccc(F)c4)C(=O)N23)cc1	-4%	1	-11	19%	-4%	-12	-14	-2%	-3%	-6%
COC(=O)CSc1nnc([C@H](CC(C)C)NC(=O)OC(C)(C)C)o1	1%	2	2	5%	-2%	-1	-17	-2%	-4%	17%
Cc1ccc(C(=O)N2CCCC(N3CCN(c4cccc(C(F)(F)F)c4)CC3)C2)s1 (configuration not stated)	?	21	-5	0%	9%	21	-49	-9%	19%	-3%
Cc1cc(NC(=O)CCCSc2nc(-c3ccco3)cc(C(F)(F)F)n2)no1	?	-3	5	-4%	-3%	4	13	1%	0%	-3%
O=C(O)CSc1cccc[n+]1[O-]	·	4	·	·	2%	2	-8	·	-4%	·
CCOC(=O)C1CCN(c2nc3ccccc3nc2C(C#N)C(=O)NCCc2ccccc2)CC1 (configuration not stated)	?	19	-12	7%	·	·	·	5%	2%	-8%
Cc1cccc(-n2c(CNC(=O)c3ccc(S(=O)(=O)N(C)C)cc3)nnc2SCC(=O)Nc2ccc(F)cc2)c1	-14%	2	9	7%	-5%[46.1 µM]	0	1	-1%	0%	2%
Cc1c(C=O)c2ccccn2c1C(=O)c1ccccc1	?	4	-13	5%	7%	-4	23	5%	11%	19%
CN(C(=O)CSc1nc(-c2cccs2)nc2ccccc12)C1CCS(=O)(=O)C1 (configuration not stated)	?	·	-8	-5%	5%[46.1 µM]	-2	-22	1%	·	0%
COc1ccc(CSCC(=O)Nc2ccccc2)cc1[N+](=O)[O-]	2%	8	2	-3%	-5%	1	12	0%	14%	?

Reprinted from the part before: 2 compounds; new compounds follow.
SMILES	ELG1 DNA repair	TRPV1 agonist	TSHR antagonist	AT treatment	TCR act	hERG WT inh	KCNH2 3.1 inh	USP2a inh	Mito fusion yeast	Eya2 phos inh
CN(C(=O)CSc1nc(-c2cccs2)nc2ccccc12)C1CCS(=O)(=O)C1 (configuration not stated)	?	·	-8	-5%	5%[46.1 µM]	-2	-22	1%	·	0%
COc1ccc(CSCC(=O)Nc2ccccc2)cc1[N+](=O)[O-]	2%	8	2	-3%	-5%	1	12	0%	14%	?
Cc1ccc(-c2nnc(SCC(=O)N(C)C)nc2-c2ccc(C)cc2)cc1	?	?	-4	4%	10%	2	-5	-2%	29%	-7%
COc1ccc(/C=C(/NC(=O)c2ccccc2)C(=O)N2CCCCC2)cc1OC	·	0	-23	-5%	0%	10	14	0%	-7%	1%
CCC1CCCCN1C(=S)NC(=O)c1cccc([N+](=O)[O-])c1 (configuration not stated)	-15%	0	-10	5%	9%	-4	-7	1%	7%	11%
O=C(NC(=S)Nc1ccc(N2CCCCC2)cc1)c1cccs1	?	10	-11	-7%	6%	-10	1	1%	5%	-10%
Cc1ccc(-c2csc(NC(=O)C3CC(=O)N(Cc4ccco4)C3)n2)cc1 (configuration not stated)	-24%	-1	-4	20%	1%	2	1	2%	0%	5%
CCN(CC)CCn1c2c(c(SCC(=O)Nc3ccc(C(C)C)cc3)nc1=O)CCC2	?	7	6	-4%	-11%	10	-14	0%	-4%	18%
CCOC(=O)N1CCN(C(=O)c2cn(C)c3ccc(S(=O)(=O)N4CCC(C)CC4)cc3c2=O)CC1	6%	4	-2	-5%	0%	3	39	1%	1%	-4%
Clc1cnc(N/N=C/c2cccs2)c(Cl)c1	?	18	-1	-1%	3%	-2	-4	1%	-20%	19%
CC1C2C(C)N(C)C(=O)N(C)C2N(C)C(=O)N1C (configuration not stated)	2%	-2	0	-3%	0%	-1	7	11%	-1%	13%
CCCC(C(=O)c1ccccc1)n1cncn1 (configuration not stated)	5%	0	-5	2%	8%	1	1	-2%	3%	7%
